BCLXL inh: Bcl-xL (human) inhibition; Q07817; GST-Bcl-xL / FITC-Bim BH3 peptide fluorescence polarization; inhibition, % at 10.9 µM; actives 0.7% (n = 320,000);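 active = inhibition above the mean of all tested compounds plus 3 SD, cutoff set per campaign, cut at about 30% in these data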;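 note: 0% = DMSO wells and 100% = unlabeled Bim-BH3 peptide competitor; inhibitors lower millipolarization by displacing the labeled peptide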
Target sequence (Q07817 whole entry, looked up): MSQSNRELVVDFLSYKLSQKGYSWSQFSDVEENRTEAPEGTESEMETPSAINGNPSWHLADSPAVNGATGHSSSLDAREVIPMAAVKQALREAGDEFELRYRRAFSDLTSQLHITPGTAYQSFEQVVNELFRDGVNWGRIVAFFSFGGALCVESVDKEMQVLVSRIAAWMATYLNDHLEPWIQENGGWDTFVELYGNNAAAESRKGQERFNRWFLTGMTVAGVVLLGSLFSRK
GLD-1 RNA inh: GLD-1-TGE RNA interaction inhibition (C. elegans) | Q17339 | purified GLD-1 + fluorescein TGE RNA, fluorescence polarization | inhibition, % at 5.96 µM | actives 0.44% (n = 320,000) | AID 2280;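 active = percent inhibition above a per-plate cutoff, the plate mean of test compounds plus 3 SD, cut at about 30% in these data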;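 note: 0% = DMSO wells with GLD-1 and probe and 100% = wells lacking GLD-1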
GRK2 inh: human GRK2 inhibition via aptamer displacement | P25098 | bead flow cytometry, FAM-aptamer displacement from GRK2 | inhibition of aptamer binding, % at 10 µM | AID 488847 | actives 0.59% (n = 330,000);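 active = inhibition of aptamer binding above 40%, roughly 3 SD of noise, on plates passing a quality check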;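 note: median bead fluorescence of bound FAM aptamer so fluorescent compounds give negative values; no value below 0 was filed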
CR mimetic SO: lowers age-related superoxide in aged yeast cells. actives 0.18% (n = 330,000). superoxide response (% of plate mean), % at 10 µM. S. cerevisiae aged cells, superoxide DHE fluorescence; stronger effect = lower value. AID 2690;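 active = superoxide response under a set limit, about three screen SD below normal, cut at about 65% in these data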;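 note: yeast aged for seven days with compound at 30 °C before DHE staining; 100% = average MFI of all compound-treated wells on the plate with controls excluded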
MEX-5 binding: C. elegans MEX-5 TCR-2 RNA binding activity; Q9XUB2; MEX-5/FITC-TCR2 RNA binding, fluorescence polarization; stronger effect = lower value; activity score (negative = inhibition of binding), % at 10 µM; actives 0.38% (n = 300,000);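 active = inhibition past about -25% in most replicates, and total fluorescence under double the plate's negative control median, limit read from the data; inconclusive = replicates evenly split on the limit, or fluorescence at least double controls; inactive = too little inhibition in most replicates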;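 note: 0% = DMSO and -100% = 5 µM competing unlabeled TCR2 RNA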
Target sequence (Q9XUB2 whole entry, looked up): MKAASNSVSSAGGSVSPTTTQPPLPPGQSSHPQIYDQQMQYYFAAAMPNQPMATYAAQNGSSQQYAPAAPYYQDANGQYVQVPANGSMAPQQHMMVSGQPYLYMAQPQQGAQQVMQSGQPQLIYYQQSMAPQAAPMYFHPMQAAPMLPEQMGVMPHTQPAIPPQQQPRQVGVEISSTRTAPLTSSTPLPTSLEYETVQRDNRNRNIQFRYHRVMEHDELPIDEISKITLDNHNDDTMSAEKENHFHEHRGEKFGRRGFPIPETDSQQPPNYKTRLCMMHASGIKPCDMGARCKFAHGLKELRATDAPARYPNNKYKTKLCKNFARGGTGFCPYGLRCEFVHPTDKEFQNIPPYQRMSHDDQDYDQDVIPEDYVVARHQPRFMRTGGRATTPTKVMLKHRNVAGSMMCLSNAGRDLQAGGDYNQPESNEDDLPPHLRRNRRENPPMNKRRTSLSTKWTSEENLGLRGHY
AGP1 TOR yeast: alters AGP1-GFP fluorescence in TOR pathway yeast screen; GFP response vs DMSO, % at 10 µM; actives 0.02% (n = 320,000); S. cerevisiae AGP1-GFP multiplex flow cytometry, 3 h; GFP as percent of DMSO wells;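 active = GFP response relative to DMSO above a set limit, near screen average plus 3 SD, cut at about 150% in these data; inconclusive = fewer than 70 cells counted for the yeast strain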;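 note: median GFP channel fluorescence of the gated AGP1 strain per well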
VLA-4 inh: inhibition in a human VLA-4 binding assay | P13612 | VLA-4 expressing cells, ligand binding flow cytometry | inhibition, % (about 7 µM as worked out from the volumes in the protocol) | actives 0.2% (n = 330,000) | AID 2557; in the data active = inhibition above about 50%
CIT2 TOR yeast: modulators of TOR pathway CIT2-GFP in S. cerevisiae. actives 0.065% (n = 320,000). AID 2029. GFP response vs DMSO, % at 10 µM. S. cerevisiae CIT2-GFP strain, flow cytometry, 3 h; 100 means same as DMSO wells;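 active = GFP response relative to DMSO above a set limit, near the screen mean plus 3 SD, cut at about 150% in these data; inconclusive = Fewer than 70 cells measured for a yeast strain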;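 note: ratio of well median GFP fluorescence to mean of DMSO wells on the plate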
MCL1-BIM inh: disrupts human MCL1 binding to BIM-BH3 peptide; Q07820; actives 0.68% (n = 320,000); inhibition, % at 10.9 µM; GST-MCL1 / FITC-Bim-BH3 fluorescence polarization;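 active = inhibition above the mean inhibition of all tested compounds plus 3 SD, set per campaign, cut at about 40% in these data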;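 note: 0% = DMSO wells and 100% = unlabeled Bim-BH3 peptide control; higher means more loss of mP so more displacement of Bim peptide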
Target sequence (Q07820 whole entry, looked up): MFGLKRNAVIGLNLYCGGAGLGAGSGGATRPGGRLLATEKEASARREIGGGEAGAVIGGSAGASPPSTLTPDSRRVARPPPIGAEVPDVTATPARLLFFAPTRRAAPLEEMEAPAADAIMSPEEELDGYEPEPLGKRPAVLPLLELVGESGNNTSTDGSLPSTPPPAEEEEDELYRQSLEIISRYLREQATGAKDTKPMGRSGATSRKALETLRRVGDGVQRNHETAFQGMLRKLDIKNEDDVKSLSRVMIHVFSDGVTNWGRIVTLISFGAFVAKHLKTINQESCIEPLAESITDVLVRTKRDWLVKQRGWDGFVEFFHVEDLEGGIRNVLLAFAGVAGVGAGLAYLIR
Numbers without * were called inactive; & = joins results of further samples; ! = a repeat was not active. Rows were taken by chance; 2.1% or so of the library scored in one or more.

Results for CC(=O)c1ccc(OCCCC(=O)Nc2ccc(S(=O)(=O)N3CCOCC3)cc2)cc1 ?
BCLXL inh: -2; GLD-1 RNA inh: 1; GRK2 inh: 1; CR mimetic SO: 86; MEX-5 binding: 0.3; AGP1 TOR yeast: 106; VLA-4 inh: -1; CIT2 TOR yeast: 107; MCL1-BIM inh: -4

What do the screens show for `CCn1c(C)cc(C(=O)CSc2nnnn2C2CCCC2)c1C`?
BCLXL inh: 1; GLD-1 RNA inh: -2; GRK2 inh: 1; CR mimetic SO: 104; AGP1 TOR yeast: 108; VLA-4 inh: -5; CIT2 TOR yeast: 96; MCL1-BIM inh: -1

How did COc1ccc2nc(SCC(=O)NC3CCCc4ccccc43)[nH]c2c1 (centres undefined) do in these assays?
BCLXL inh: -6; GLD-1 RNA inh: 5; GRK2 inh: 2; CR mimetic SO: 94; MEX-5 binding: 3.5; AGP1 TOR yeast: 94; VLA-4 inh: 12; CIT2 TOR yeast: 100; MCL1-BIM inh: -6

Results for O=C(Oc1ccc(/C=N/NC(=O)c2ccccc2O)cc1)c1ccccc1 ?
BCLXL inh: -2; GLD-1 RNA inh: -3; GRK2 inh: 0; CR mimetic SO: 107; MEX-5 binding: 0.6; AGP1 TOR yeast: 94; VLA-4 inh: -8; CIT2 TOR yeast: 95; MCL1-BIM inh: 4

What do the screens show for `CC(NC(=O)C(=O)N1CCOCC1)C(c1cccs1)N1CCN(c2ccccc2F)CC1` (centres undefined)?
BCLXL inh: 0; GLD-1 RNA inh: -2; GRK2 inh: 2; CR mimetic SO: 95; MEX-5 binding: -1.1; AGP1 TOR yeast: 114; VLA-4 inh: 8; CIT2 TOR yeast: 113; MCL1-BIM inh: 1

Results for CC(=O)c1c(C)nc2ccc(C)cc2c1-c1ccccc1 ?
BCLXL inh: 2; GLD-1 RNA inh: 7; GRK2 inh: 1; CR mimetic SO: 109; MEX-5 binding: 2.0; AGP1 TOR yeast: 100; VLA-4 inh: 4; CIT2 TOR yeast: 108; MCL1-BIM inh: 0

Results for C=CCNC(=O)CN1CCC(c2nc3cc(C)c(C)cc3[nH]2)CC1 ?
BCLXL inh: 3; GLD-1 RNA inh: 4; GRK2 inh: 0; CR mimetic SO: 101; MEX-5 binding: 1.5; AGP1 TOR yeast: 106; VLA-4 inh: 9; CIT2 TOR yeast: 107; MCL1-BIM inh: 4

Results for Cc1ccc(NC(=O)c2nc[nH]c2C(=O)N[C@H](C)c2ccccc2)cc1 ?
BCLXL inh: -2; GLD-1 RNA inh: 4; GRK2 inh: 0; CR mimetic SO: 129; AGP1 TOR yeast: 68; VLA-4 inh: 23; CIT2 TOR yeast: 94; MCL1-BIM inh: 0

How did CCc1cccc(NC(=O)C2CCCN2S(=O)(=O)c2ccc3c(c2)CC(C)N3C(C)=O)c1 (centres undefined) do in these assays?
BCLXL inh: -3; GLD-1 RNA inh: -2; GRK2 inh: 3; CR mimetic SO: 131; MEX-5 binding: -0.5; AGP1 TOR yeast: 92; VLA-4 inh: -14; CIT2 TOR yeast: 93; MCL1-BIM inh: -2

What do the screens show for `CCOC(=O)C1(Cc2ccc(Cl)cc2)CCN(C(=O)c2ccoc2)CC1`?
BCLXL inh: 10; GLD-1 RNA inh: 4; GRK2 inh: 7; CR mimetic SO: 98; MEX-5 binding: 0.6; AGP1 TOR yeast: 115; VLA-4 inh: 13; CIT2 TOR yeast: 84; MCL1-BIM inh: 10

Results for CCn1c(CC(C)C)n[nH]c1=S ?
BCLXL inh: -1; GLD-1 RNA inh: -2; GRK2 inh: 1; CR mimetic SO: 105; MEX-5 binding: 0.3; AGP1 TOR yeast: 105; VLA-4 inh: 3; CIT2 TOR yeast: 107; MCL1-BIM inh: 3

How did Cc1cccc(NC(=O)c2ccc(NCCc3ccccc3)c([N+](=O)[O-])c2)c1 do in these assays?
BCLXL inh: 1; GLD-1 RNA inh: -44; GRK2 inh: 6; CR mimetic SO: 91; MEX-5 binding: -0.4; AGP1 TOR yeast: 105; VLA-4 inh: 8; CIT2 TOR yeast: 103; MCL1-BIM inh: -3

How did COc1cc(C(=O)NCC(=O)NCC2COc3ccccc3O2)cc(OC)c1OC (centres undefined) do in these assays?
BCLXL inh: 3; GLD-1 RNA inh: 2; GRK2 inh: 1; CR mimetic SO: 111; MEX-5 binding: -1.4; AGP1 TOR yeast: 101; VLA-4 inh: 17; CIT2 TOR yeast: 94; MCL1-BIM inh: 0

What do the screens show for `NCCS(=O)(=O)NC1CCCCC1`?
BCLXL inh: 2; GLD-1 RNA inh: 10; GRK2 inh: 0; CR mimetic SO: 96; MEX-5 binding: -1.7; AGP1 TOR yeast: 102; VLA-4 inh: -9; CIT2 TOR yeast: 107; MCL1-BIM inh: 5

Results for NC(=O)c1ccc(-n2nc(C(F)(F)F)c3c2CCCC3)cc1 ?
BCLXL inh: 6; GLD-1 RNA inh: 5; GRK2 inh: 3; CR mimetic SO: 115; MEX-5 binding: 1.8; AGP1 TOR yeast: 92; VLA-4 inh: 9; CIT2 TOR yeast: 96; MCL1-BIM inh: 6

Results for N#Cc1cccc(NC(=O)COC(=O)c2ccc3c(=O)n4c(nc3c2)CCC4)c1 ?
BCLXL inh: -1; GLD-1 RNA inh: -4; GRK2 inh: 0; CR mimetic SO: 145; MEX-5 binding: 2.1; AGP1 TOR yeast: 99; VLA-4 inh: 1; CIT2 TOR yeast: 105; MCL1-BIM inh: -4

What do the screens show for `Cc1ccsc1/C=N/NC(=O)CNC(=O)c1ccccc1`?
BCLXL inh: 2; GLD-1 RNA inh: 2; GRK2 inh: 1; CR mimetic SO: 80; MEX-5 binding: 0.8; AGP1 TOR yeast: 106; VLA-4 inh: 3; CIT2 TOR yeast: 116; MCL1-BIM inh: 6

How did COc1ccc2c(CC(=O)Nc3ncc(C)s3)coc2c1 do in these assays?
BCLXL inh: -2; GLD-1 RNA inh: -5; GRK2 inh: 2; CR mimetic SO: 122; MEX-5 binding: -2.9; AGP1 TOR yeast: 90; VLA-4 inh: 1; CIT2 TOR yeast: 86; MCL1-BIM inh: -1

How did COc1ccc(CN(C(=O)c2cccs2)c2nccs2)cc1OC do in these assays?
BCLXL inh: 7; GLD-1 RNA inh: -4; GRK2 inh: 2; CR mimetic SO: 89; MEX-5 binding: -0.5; AGP1 TOR yeast: 103; VLA-4 inh: 7; CIT2 TOR yeast: 100; MCL1-BIM inh: 4

Results for CN(C)S(=O)(=O)c1cccc(CNCC2COc3ccccc3O2)c1 (centres undefined) ?
BCLXL inh: 0; GLD-1 RNA inh: -2; GRK2 inh: 5; CR mimetic SO: 109; MEX-5 binding: 1.7; AGP1 TOR yeast: 105; VLA-4 inh: 17; CIT2 TOR yeast: 111; MCL1-BIM inh: 4

3 entries picked at random from those above:
Results for N#Cc1cccc(NC(=O)COC(=O)c2ccc3c(=O)n4c(nc3c2)CCC4)c1 ?
BCLXL inh: -1; GLD-1 RNA inh: -4; GRK2 inh: 0; CR mimetic SO: 145; MEX-5 binding: 2.1; AGP1 TOR yeast: 99; VLA-4 inh: 1; CIT2 TOR yeast: 105; MCL1-BIM inh: -4

Results for NC(=O)c1ccc(-n2nc(C(F)(F)F)c3c2CCCC3)cc1 ?
BCLXL inh: 6; GLD-1 RNA inh: 5; GRK2 inh: 3; CR mimetic SO: 115; MEX-5 binding: 1.8; AGP1 TOR yeast: 92; VLA-4 inh: 9; CIT2 TOR yeast: 96; MCL1-BIM inh: 6

What do the screens show for `CC(NC(=O)C(=O)N1CCOCC1)C(c1cccs1)N1CCN(c2ccccc2F)CC1` (centres undefined)?
BCLXL inh: 0; GLD-1 RNA inh: -2; GRK2 inh: 2; CR mimetic SO: 95; MEX-5 binding: -1.1; AGP1 TOR yeast: 114; VLA-4 inh: 8; CIT2 TOR yeast: 113; MCL1-BIM inh: 1

Further entries follow:
What do the screens show for `O=C(CN1CCOCC1)NN=C(c1ccccc1)c1ccccc1`?
BCLXL inh: -6; GLD-1 RNA inh: 5; GRK2 inh: 4; CR mimetic SO: 105; MEX-5 binding: 0.6; AGP1 TOR yeast: 95; VLA-4 inh: -1; CIT2 TOR yeast: 89; MCL1-BIM inh: -3

How did COc1ccc(NC(=O)c2cccs2)cc1 do in these assays?
BCLXL inh: 1; GLD-1 RNA inh: 0; GRK2 inh: 4; CR mimetic SO: 92; MEX-5 binding: -4.0; VLA-4 inh: 5; CIT2 TOR yeast: inconclusive; MCL1-BIM inh: -3

How did CC(=O)N1CCOc2ccc(S(=O)(=O)N3CC(C)CC(C)C3)cc21 (centres undefined) do in these assays?
BCLXL inh: -2; GLD-1 RNA inh: -2; GRK2 inh: 1; CR mimetic SO: 84; MEX-5 binding: 0.2; AGP1 TOR yeast: 97; VLA-4 inh: 22; CIT2 TOR yeast: 98; MCL1-BIM inh: 8

What do the screens show for `CN1CCCN(S(=O)(=O)c2ccc3ccccc3c2)CC1`?
BCLXL inh: 8; GLD-1 RNA inh: -1; GRK2 inh: 0; CR mimetic SO: 101; MEX-5 binding: -2.2; AGP1 TOR yeast: 98; VLA-4 inh: -4; CIT2 TOR yeast: 104; MCL1-BIM inh: 4

Results for CCc1nn(CCCN2CCN(c3cccc(Cl)c3)CC2)c(=O)n1CCOc1ccccc1 ?
BCLXL inh: -2&4; GLD-1 RNA inh: 2&5; GRK2 inh: 43*!; CR mimetic SO: 83&109; MEX-5 binding: 3.6&-1.4; AGP1 TOR yeast: 83&89; VLA-4 inh: 27&-14; CIT2 TOR yeast: 92&106; MCL1-BIM inh: -4&23

Results for CC(C)CC(=O)Nc1cccc(-c2nc3ccccc3o2)c1 ?
BCLXL inh: -2; GLD-1 RNA inh: 7; GRK2 inh: 0; CR mimetic SO: 101; MEX-5 binding: -2.7; AGP1 TOR yeast: 85; VLA-4 inh: 35; MCL1-BIM inh: 6

How did COc1ccc(C(=O)NCC2(c3ccc(OC)c(OC)c3)CCCC2)c(OC)c1 do in these assays?
BCLXL inh: 5; GLD-1 RNA inh: 2; GRK2 inh: 0; CR mimetic SO: 113; MEX-5 binding: 1.0; AGP1 TOR yeast: 97; VLA-4 inh: 24; CIT2 TOR yeast: 96; MCL1-BIM inh: 9

How did COc1ccc(C)cc1Nc1nc(C)nc2c1oc1ccccc12 do in these assays?
BCLXL inh: 0; GLD-1 RNA inh: -6; GRK2 inh: 0; CR mimetic SO: 96; MEX-5 binding: 1.2; AGP1 TOR yeast: 95; VLA-4 inh: 19; CIT2 TOR yeast: 106; MCL1-BIM inh: -3

What do the screens show for `CC(=O)Oc1ccc2c(=O)oc(-c3ccc([N+](=O)[O-])cc3)nc2c1`?
BCLXL inh: 1; GLD-1 RNA inh: -1; GRK2 inh: 0; CR mimetic SO: 93; MEX-5 binding: -1.5; AGP1 TOR yeast: 85; VLA-4 inh: 13; CIT2 TOR yeast: 88; MCL1-BIM inh: 0

What do the screens show for `Oc1ccc(Cl)cc1-c1cc(-c2ccccc2)n[nH]1`?
BCLXL inh: -3; GLD-1 RNA inh: 5; GRK2 inh: 0; CR mimetic SO: 116; MEX-5 binding: -2.7; AGP1 TOR yeast: 92; VLA-4 inh: 9; CIT2 TOR yeast: 85; MCL1-BIM inh: 1

Bioassay records (PubChem BioAssay)
